GlmU inhibition = inhibition of mycobacterial GlmU enzyme – biochemical, glucosamine-1-phosphate acetyltransferase (AID 1376); 220,000 tested, 0.25% active; inhibition, %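 (tested at 30 µM in the primary screen)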, or IC50 in µM where a hit was titrated; M. tuberculosis GlmU acetyltransferase enzyme assay; higher % means a stronger effect; in the data active means inhibition above about 13%;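 further: 0% = complete reaction with vehicle and 100% = reaction without substrate; strong numbers were not always called active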
RmlCD inh 1536 = blocks M. tuberculosis RmlC and RmlD coupled enzymes. inhibition, % at 3.6 µM. RmlC+RmlD coupled enzyme assay, percent inhibition; primary screen in compound mixtures. 160,000 tested, 0.03% active. P9WH09+P9WH11; in the data active means inhibition mostly above about 34%, no sharp cut-off; further: some results filed as inactive read as strong as hits
Target sequence (P9WH09 whole entry, looked up): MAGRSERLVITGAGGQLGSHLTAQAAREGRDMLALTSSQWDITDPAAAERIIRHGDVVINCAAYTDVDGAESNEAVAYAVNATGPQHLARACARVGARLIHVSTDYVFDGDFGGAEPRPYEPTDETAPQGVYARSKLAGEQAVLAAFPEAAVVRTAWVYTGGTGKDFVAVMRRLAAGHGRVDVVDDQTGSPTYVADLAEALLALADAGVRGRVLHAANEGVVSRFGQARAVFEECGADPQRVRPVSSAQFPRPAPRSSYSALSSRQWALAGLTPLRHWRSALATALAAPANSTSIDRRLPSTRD
Target sequence (P9WH11 whole entry, looked up): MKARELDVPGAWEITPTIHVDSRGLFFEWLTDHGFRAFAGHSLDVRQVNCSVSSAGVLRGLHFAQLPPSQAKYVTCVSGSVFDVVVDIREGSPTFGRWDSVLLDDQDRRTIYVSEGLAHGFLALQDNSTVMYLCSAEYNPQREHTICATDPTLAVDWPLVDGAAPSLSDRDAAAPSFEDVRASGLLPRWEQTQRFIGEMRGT
An asterisk follows results filed as active; nt = not tested or not shown. A portion of the library, so the mix of outcomes need not match the whole.

SMILES | GlmU inhibition | RmlCD inh 1536
CCOC(=O)c1[nH]c(C)c(/C(O)=C2\C(=O)C(=O)N(CCN3CCOCC3)C2c2cccs2)c1C (stereo not drawn) | -2.1% | -10
COc1ccc(CCn2c(NN=C(C)C)nc3c2c(=O)[nH]c(=O)n3C)cc1 | 3.5% | 20
Cc1[nH]c(=O)c(C(=O)/C=C/c2ccccc2)c2c1CCCC2 | 2.7% | 3
Cc1cccc(C)c1NC(=O)C1CCCN(CCCc2ccccc2)C1 (stereo not drawn) | -7.1% | nt
COc1cc(CNn2c(C)n[nH]c2=S)cc(Cl)c1OCc1ccc(F)cc1 | 2.6% | nt
Cn1c(SCC(=O)NCc2ccco2)nnc1-c1ccccc1 | -4.0% | nt
CCOC(CC(=O)NNC(=O)c1c(-c2ccccc2Cl)noc1C)OCC | nt | 12
CC(=O)NC(Cc1ccccc1)C(=O)OCC(=O)c1ccccc1 (stereo not drawn) | -3.6% | 8
CC1Cc2ccccc2N1S(=O)(=O)c1cccc(C(=O)c2nccn2C)c1 (stereo not drawn) | -1.1% | 18
Cc1cc(N2CCC(C(=O)Nc3ccc(F)cc3)CC2)nc(-c2ccccc2)n1 | -2.2% | 6
CCCCOC(=O)c1ccc(NC(=O)c2ocnc2C)cc1 | -0.7% | -14
COc1ccccc1/C=C/C(=O)NCC(=O)N/N=C/c1ccc2c(c1)OCO2 | 0.6% | -11
O=C(CN1CCCCC1)N1CCCc2c1c(=O)oc1ccc(OCc3ccccc3)cc21 | -3.2% | nt
Cc1c(C(=O)Nc2ccc(F)cc2)oc2ccc(S(=O)(=O)N3CCC4(CC3)OCCO4)cc12 | 2.4% | 15
O=C1OC(c2cccs2)=N/C1=C\c1ccc(-c2cccc(Cl)c2)o1 | 7.2% | -5
Cn1c(NC(=O)c2cccc(C(F)(F)F)c2)cc(=O)n(C)c1=O | 2.5% | -7
Cc1nc(=O)c(-c2ccccc2)c(C)n1-c1ccc(C(=O)O)cc1 | 0.6% | nt
COc1ccccc1CCNC(=O)c1cnn2c(C(F)F)cc(C)nc12 | 2.9% | nt
Cn1cccc1CC(=O)NNC(=O)Nc1ccc(Cl)cc1 | 4.2% | -11
Cc1ccc(C(=O)NNC(=O)CSc2nnc3c(n2)[nH]c2ccc(F)cc23)cc1 | 2.3% | 5
Cc1cc(S(=O)(=O)NCc2ccccc2)ccc1OCC(=O)Nc1cccc([N+](=O)[O-])c1 | 0.3% | -1
COc1ccccc1CN(C)C(=O)c1ccc2c(c1)NC(=O)CS2 | nt | 44
COc1cccc(C(=O)N(c2ccc(OC)cc2OC)C2C=CS(=O)(=O)C2)c1 (stereo not drawn) | 3.4% | -2
CC(C)(C)S(=O)(=O)Cc1nc(-c2ccc(Cl)c(Cl)c2)cs1 | -3.1% | 0
COc1ccc(-c2cc(C3CCN(c4cc(Cl)nc(N)n4)CC3)[nH]n2)cc1 | 4.1% | 2
CC(NC(=O)OC(C)(C)C)C(=O)Oc1cc2oc(=O)cc(-c3ccccc3)c2cc1Cl (stereo not drawn) | 5.7% | 5
CC1C(=O)CC(c2ccc([N+](=O)[O-])cc2)NC1c1ccc([N+](=O)[O-])cc1 (stereo not drawn) | -3.6% | -13
CCSc1ccccc1C(=O)NCc1ccc(S(N)(=O)=O)cc1 | 9.2% | -9
COc1ccc(C2=NCC(CSc3nnnn3C)S2)cc1 (stereo not drawn) | -3.9% | nt
C=CCn1c(SCC(=O)Nc2ccc3c(c2)OCCO3)nnc1-c1ccccn1 | -2.6% | nt
CCCCN1c2cc(C)c(O)cc2C(C(=O)OCC)C1C (stereo not drawn) | 0.5% | nt
Cc1cc(C(=O)Nc2ccccc2C(F)(F)F)no1 | -0.6% | -10
CCN1C[C@]2(COC)CC[C@H](OC)[C@@]34C5C[C@H]6C(=O)C5[C@](O)(C[C@H]6OC)[C@@](O)(C(OC)C23)[C@@H]14 (stereo partly drawn) | 3.3% | nt
CCOC(=O)C1=C(C)Nc2nc(SCc3cccnc3)nn2C1c1ccc(OC)cc1 (stereo not drawn) | 3.2% | -2
Cc1ccc(N2CC(=O)Nc3c(oc4nc(-c5ccccc5)cc(C)c34)C2=O)cc1 | -3.7% | -7
O=C(CSc1nnc(-c2ccccc2)o1)NCC1CCCCC1 | -4.5% | -12
COc1cccc(-n2cnc3sc(C)c(C)c3c2=O)c1 | -4.2% | 2
O=C(NCc1ccco1)C12CN(Cc3ccccc3)CC1C(c1cccc([N+](=O)[O-])c1)=NO2 (stereo not drawn) | 2.8% | nt
CC(=O)c1cc(C(c2csc(C(C)=O)c2)c2csc(C(C)=O)c2)cs1 | 5.0% | nt
N=C1C(c2ccccc2)=C(O)CN1c1cccc(S(N)(=O)=O)c1 | 0.4% | nt
CC(C)C[C@H](NC(=O)Nc1ccccc1F)C(=O)O | 2.5% | 0
CC1CC(C)CN(C(=O)c2cc(-c3ccccn3)nc3ccccc23)C1 (stereo not drawn) | -0.1% | nt
Cc1ccc(-n2c(SCC(=O)NCc3cccs3)nnc2-c2ccoc2C)cc1 | -0.9% | nt
Cc1ccc(NC(=O)C(=O)Nc2ccc(C)cn2)nc1 | -4.9% | -11
COc1ccc(NC(=O)C2CCCN(S(=O)(=O)c3cccs3)C2)cc1OC (stereo not drawn) | -2.3% | -2
CCn1c(=O)cc(C(F)(F)F)[nH]c1=S | -3.1% | 1
COC(=O)Cn1cnc2c(nnn2Cc2ccc(Cl)cc2)c1=O | 0.5% | nt
Cc1ccc(-c2nc(N)sc2CC(=O)OCC(=O)NCC2CCCO2)cc1 (stereo not drawn) | -2.6% | -5
CCCCCC1CC(CC/C(C)=N/NC(N)=O)C(=O)O1 (stereo not drawn) | -4.4% | -12
O=C(CN(Cc1ccco1)S(=O)(=O)c1cccs1)Nc1ccccc1C(F)(F)F | 1.6% | 4
Cc1ccc(N(CC(O)CN2CCCCC2)S(=O)(=O)c2ccccc2[N+](=O)[O-])cc1 (stereo not drawn) | 1.9% | -13
O=C1CCCCC(=O)c2ccccc2N1 | 3.7% | nt
O=[N+]([O-])c1ccccc1S(=O)(=O)NCc1cccnc1 | -3.6% | -9
COc1ccc(NS(=O)(=O)c2cc(NC(=O)c3ccncc3)ccc2N2CCOCC2)cc1 | 3.1% | -10
O=C(NC1CC1)C1=NOC(CNc2ncc(C(F)(F)F)cc2Cl)C1 (stereo not drawn) | 0.8% | nt
O=C(Nc1ccc2oc(=O)ccc2c1)c1cccnc1 | -2.1% | -4
O=C1c2ccccc2NC(c2cccc(Cl)c2)N1N=C1CCCCCC1 (stereo not drawn) | -4.5% | 7
COc1ccccc1N1CCN(C(=O)CCc2c[nH]c3ccccc23)CC1 | 3.9% | 0
Cc1ccc(NC(=O)Cn2c(O)c(N=NC(=O)c3cc4ccccc4cc3O)c3ccccc32)cc1 | -7.7% | 6
Cc1onc(-c2ccccc2Cl)c1C(=O)Nc1ccc(OCC(=O)N2CCOCC2)cc1 | 3.3% | nt
Further entries follow.
SMILES | GlmU inhibition | RmlCD inh 1536
Cc1ccccc1Nc1nc(Nc2ccccc2C)nc(SC2=NCCS2)n1 | -2.8% | nt
C=CCNC(=O)/C(=C/c1ccco1)NC(=O)c1ccc(Br)o1 | -3.5% | -5
CCOc1c(Br)cc(C2NS(=O)(=O)N=C3CCCCCN32)cc1OC (stereo not drawn) | 7.4% | -10
COC(=O)c1cc(C(=O)OC)cc(N2C(=O)CC(NNC(=O)c3ccccc3Br)C2=O)c1 (stereo not drawn) | -0.1% | 1
COc1ccc2oc(C)c(NC(C)=O)c2c1 | 0.3% | nt
COc1ccc(C(=O)c2oc3ccc(Br)cc3c2NC(C)=O)cc1 | -1.1% | 6
O=C(CSCCS(=O)(=O)c1ccc(Cl)cc1)Nc1ccccc1 | 2.1% | -15
Nc1cccc(-c2nc3cc(S(=O)(=O)c4ccc5oc(-c6cccc(N)c6)nc5c4)ccc3o2)c1 | 8.3% | -7
Cc1ccc(C)c(N2CCN(C(=O)C3CCN(S(=O)(=O)c4c(C)noc4C)CC3)CC2)c1 | 1.7% | 5
c1csc(-c2nnc(NC3CCCCC3)c3ccccc23)c1 | -0.6% | 5
CC1CCCCC1NC(=O)NC(=O)CCl (stereo not drawn) | -1.9% | 1
C=CCN1C(=O)C(Cc2cccc(Cl)c2)S/C1=N/N=C/c1ccco1 (stereo not drawn) | 1.8% | -7
CCOc1ccc(S(=O)(=O)Nc2ccccc2C(=O)NCC2CCCO2)cc1 (stereo not drawn) | 1.2% | -4
Cc1noc(C)c1S(=O)(=O)N(CC(=O)N1CCCC1)c1ccc(C(C)C)cc1 | -2.4% | -3
O=C(Oc1ccc2c(c1)C(=O)c1ccccc1CO2)c1ccccc1 | -4.3% | -13
COc1ccccc1N(CC(=O)Nc1ccc2c(c1)OCCO2)S(C)(=O)=O | -2.5% | -8
COc1cc(-c2nnc(-c3cccs3)o2)cc(OC)c1OC | -1.0% | 3
CC(=O)c1c(C)[nH]c(C(=O)OCC(=O)Nc2cc(C(F)(F)F)ccc2N2CCOCC2)c1C | 5.2% | -2
c1cc(CNc2ccc3c(c2)OCO3)ccn1 | -0.7% | nt
O=C(NC(=S)NN1CCCCC1c1cccnc1)c1ccc(Cl)cc1Cl (stereo not drawn) | -0.1% | -5
CC(C)(C)N1C(=O)c2ccc(C(=O)Nc3ccc(-c4nc5ccccc5[nH]4)cc3)cc2C1=O | -0.1% | nt
CCNC(=O)c1sc(-c2ccccc2)nc1C | -1.3% | 6
Cc1ccc(S(=O)(=O)N[C@H](C(=O)Oc2ccc3c(C(F)(F)F)cc(=O)oc3c2)c2ccccc2)cc1 | -2.1% | -7
CCOC(=O)C1CCCN(c2nc3ccccc3nc2C(C#N)C(=O)NCc2ccccc2)C1 (stereo not drawn) | 2.9% | -9

Structural class: those above containing a furan ring, fused or not
SMILES | GlmU inhibition | RmlCD inh 1536
Cn1c(SCC(=O)NCc2ccco2)nnc1-c1ccccc1 | -4.0% | nt
Cc1c(C(=O)Nc2ccc(F)cc2)oc2ccc(S(=O)(=O)N3CCC4(CC3)OCCO4)cc12 | 2.4% | 15
O=C1OC(c2cccs2)=N/C1=C\c1ccc(-c2cccc(Cl)c2)o1 | 7.2% | -5
Cc1ccc(N2CC(=O)Nc3c(oc4nc(-c5ccccc5)cc(C)c34)C2=O)cc1 | -3.7% | -7
O=C(NCc1ccco1)C12CN(Cc3ccccc3)CC1C(c1cccc([N+](=O)[O-])c1)=NO2 (stereo not drawn) | 2.8% | nt
Cc1ccc(-n2c(SCC(=O)NCc3cccs3)nnc2-c2ccoc2C)cc1 | -0.9% | nt
O=C(CN(Cc1ccco1)S(=O)(=O)c1cccs1)Nc1ccccc1C(F)(F)F | 1.6% | 4
C=CCNC(=O)/C(=C/c1ccco1)NC(=O)c1ccc(Br)o1 | -3.5% | -5
COc1ccc2oc(C)c(NC(C)=O)c2c1 | 0.3% | nt
COc1ccc(C(=O)c2oc3ccc(Br)cc3c2NC(C)=O)cc1 | -1.1% | 6
C=CCN1C(=O)C(Cc2cccc(Cl)c2)S/C1=N/N=C/c1ccco1 (stereo not drawn) | 1.8% | -7

Remaining list, next part
SMILES | GlmU inhibition | RmlCD inh 1536
O=C(Cn1ncc2c(=O)oc3ccccc3c21)NCCc1ccsc1 | 0.9% | 3
CCOc1ccc(C(=O)NC(=S)NC2CCCC2)cc1[N+](=O)[O-] | 1.2% | -10
CCCCn1c(SCC(=O)c2ccc(OC)cc2OC)nc2cc(S(N)(=O)=O)ccc21 | 5.7% | nt
CCC1CCCCN1CCCNC(=O)Cn1nc(-c2ccc(C)cc2)ccc1=O (stereo not drawn) | 0.4% | -6
CC(C)(C)N=C1NN=C(c2ccc(Cl)cc2)CS1 | -3.6% | 7
COc1ccc(C(NC(=O)C(C)(C)C)NC(=O)C(C)(C)C)cc1 | -0.9% | 9
CCN1CCN(C(=O)Nc2cccc(C(F)(F)F)c2)CC1 | 2.2% | -3
O=c1[nH]c(O)c(/C=C2/C=CC(c3cc(Cl)ccc3Cl)=N2)c(=O)[nH]1 | 1.6% | -11
O=C(O)CSCc1nc2scc(-c3ccccc3)c2c(=O)[nH]1 | -1.9% | 10
CCCCC(c1nnnn1CS(=O)(=O)c1ccc(C)cc1)N1CCN(c2ccccc2)CC1 (stereo not drawn) | nt | -4
O=C(c1nc2n(n1)C(c1ccc(Cl)cc1)C=C(c1ccccc1)N2)N1CCOCC1 (stereo not drawn) | nt | 2
COc1cccc2cc(C(=O)NC3CC(C)(C)NC(C)(C)C3)c(=O)oc12 | 1.1% | nt
COc1ccccc1NC(=O)Cn1cnc2sc(C(=O)NCc3ccco3)c(C)c2c1=O | 0.7% | -7
COc1cc([C@@H]2C[C@H]3CN(c4ccccc4)C(=O)[C@]34CCCN24)cc(OC)c1OC | 1.4% | -8
O=C1CC(N2CCC(c3nc4ccccc4o3)CC2)C(=O)N1Cc1cccs1 (stereo not drawn) | 4.1% | 14
Cc1ccc(C2CC(=O)Nc3c2ccc2ccccc32)cc1[N+](=O)[O-] (stereo not drawn) | 1.7% | 18
COc1ccc(S(=O)(=O)N2N=C(c3ccc(NS(C)(=O)=O)cc3)CC2c2ccco2)cc1 (stereo not drawn) | -0.9% | 5
O=C(Oc1cccc2cccnc12)c1cccc([N+](=O)[O-])c1 | 2.6% | -8
Cn1c(O)c(N=NC(=O)c2cc(-c3cccs3)nc3ccccc23)c2ccccc21 | -3.3% | 2
CCCCc1oc2c(c(=O)c1C)C(=O)CC(c1ccccc1)C2 (stereo not drawn) | -0.5% | nt

Compound activity as filed in PubChem BioAssay.
